Assay outcomes from PubChem.
HDAC3 inhib – HDAC3 deacetylase inhibitors, primary screen, biochemical, fluorescence, cell-free homogeneous | Histone deacetylase 3 (Homo sapiens), O15379 | recombinant HDAC3, fluorogenic peptide/trypsin coupled | inhibition, % at 8.3 µM | 320,000 compounds, 0.15% hits | AID 2718, 2010; in the data active means inhibition above about 26%, passing the limit was not always enough; inconclusive means no clear call, values can overlap the other calls
KCNQ1 block – inhibitors of human KCNQ1 channel, primary screen, cell-based, thallium flux, high-throughput. 310,000 compounds, 1.3% hits. B-score at 10 µM. Potassium voltage-gated channel subfamily KQT member 1 (Homo sapiens), P51787. CHO-K1 KCNQ1, FluxOR thallium flux fluorescence; active compounds read high;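 active means compounds whose thallium flux B-score, printed positive for inhibition, exceeds three library SD while starting fluorescence stays within three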;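 further: channel opened by potassium depolarization with thallium stimulus after 20 min compound exposure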
Target sequence (P51787 whole entry, looked up): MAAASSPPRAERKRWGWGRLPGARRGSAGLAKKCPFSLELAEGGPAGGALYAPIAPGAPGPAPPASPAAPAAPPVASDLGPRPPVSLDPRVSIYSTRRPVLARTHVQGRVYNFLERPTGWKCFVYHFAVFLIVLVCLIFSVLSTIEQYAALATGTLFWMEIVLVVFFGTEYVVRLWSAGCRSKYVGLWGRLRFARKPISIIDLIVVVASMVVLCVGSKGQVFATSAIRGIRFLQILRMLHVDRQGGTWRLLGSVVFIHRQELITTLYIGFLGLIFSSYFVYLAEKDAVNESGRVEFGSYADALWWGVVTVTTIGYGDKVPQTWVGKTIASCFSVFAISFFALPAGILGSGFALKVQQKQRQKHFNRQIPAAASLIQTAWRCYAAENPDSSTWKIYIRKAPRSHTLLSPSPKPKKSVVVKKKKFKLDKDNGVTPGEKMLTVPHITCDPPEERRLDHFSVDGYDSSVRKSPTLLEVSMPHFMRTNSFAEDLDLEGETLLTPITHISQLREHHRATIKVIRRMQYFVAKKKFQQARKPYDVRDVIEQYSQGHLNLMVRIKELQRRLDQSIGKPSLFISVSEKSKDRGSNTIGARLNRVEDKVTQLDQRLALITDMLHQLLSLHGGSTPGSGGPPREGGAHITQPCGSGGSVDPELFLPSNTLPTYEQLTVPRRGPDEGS
TMEM16A act – TMEM16A chloride channel activators or potentiators, primary screen, cell-based, HTS; HEK293 TMEM16A/YFP-H148Q/I152L, iodide quench fluorescence; active compounds read low; B-score at 10 µM; 340,000 compounds, 0.3% hits; AID 623877, 2012;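 active means fluorescence-ratio B-score plate-corrected deviation score at least 3 library SD below zero, with starting fluorescence score within 5 deviations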;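 further: channel opened by trigger with iodide after compound preincubation; score built on the fluorescence ratio of max minus min over baseline; more negative score means more quench and so TMEM16A activation or potentiation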
hERG protect – hERG rescue from dofetilide block, primary screen, cell-based, CHO-hERG, FluxOR thallium flux, dofetilide IC70; Voltage-gated inwardly rectifying potassium channel KCNH2 (Homo sapiens), Q12809; dofetilide IC70 present; activation (rescue from dofetilide block), less the hit threshold, % at 10 µM; 310,000 compounds, 0.51% hits; AID 1511, 2009;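 active means activation above the mean of controls blocked by dofetilide plus 5 SD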;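 further: thallium influx through hERG after potassium depolarization seen as dye fluorescence rise; in these data hits start at about 4.7%; inactives centre near -7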
Dyrk1A ADPGlo – rat Dyrk1A kinase inhibitors, primary screen, biochemical, single point, plate reader. Dual specificity tyrosine-phosphorylation-regulated kinase 1A (Rattus norvegicus), Q63470. ADP-Glo luminescence, NFATc1 peptide. inhibition, % at 12.5 µM. 310,000 compounds, 0.43% hits. AID 504441, 2011; in the data active means inhibition above about 50%;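 further: plate controls were vehicle with enzyme for no effect and no enzyme for full effect; many of its hits are not listed in these tables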
ANO1 block – TMEM16A chloride channel inhibitors, primary screen, cell-based, HTS; Anoctamin-1 (Mus musculus), Q8BHY3; 310,000 compounds, 1.2% hits; normalized B-score (activity score, 25-100; higher = stronger inhibition) at 10 µM; AID 588511, 2011; HEK293 TMEM16A/YFP iodide influx fluorescence, ionomycin;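 active means ratio plate-corrected score three or more library SD toward inhibition, starting fluorescence score within five deviations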;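 further: score derived from kinetic fluorescence span divided by baseline fluorescence per well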
TRPC4 act – activators of mouse TRPC4 channel, primary screen, Fluo4 calcium, HEK293 TRPC4beta/mu-opioid cells. Short transient receptor potential channel 4 (Mus musculus), Q9QUQ5. Fluo4 calcium fluorescence; active compounds read high. B-score at 10 µM. 310,000 compounds, 0.49% hits;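 active means B-score above 5 SD of library B-scores, and initial fluorescence ratio not above library mean plus 5 SD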;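 further: positive B-score marks a calcium rise read as TRPC4 activation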
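Incubation: 45 min room-temperature Fluo4 loading, 110 s read / System: HEK293 cells stably co-expressing mouse TRPC4beta and mu-opioid receptor / Signal: Fluo4 fluorescence, kinetic / Control set: buffer (low) and maximal DAMGO (high) / Measure: integrated baseline-normalised fluorescence ratio, converted to per-well B score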
KCNK9 inh – KCNK9 potassium channel inhibitors, primary screen, HEK293 cells, thallium flux | Potassium channel subfamily K member 9 (Homo sapiens), Q9NPC2 | FluxOR thallium flux fluorescence; active compounds read low | B-score at 10 µM | 310,000 compounds, 1.2% hits | AID 488922, 2010;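 active means ratio B-score over 3 SD below the library mean, with starting fluorescence within 5 SD of its mean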;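 further: negative B-score means less thallium flux so channel inhibition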
KCNQ1 pot – potentiators or activators of KCNQ1 channel, primary screen, cell-based, thallium flux, high-throughput; Potassium voltage-gated channel subfamily KQT member 1 (Homo sapiens), P51787; CHO-K1 KCNQ1, thallium flux FluxOR fluorescence; active compounds read high; B-score at 10 µM; 310,000 compounds, 0.35% hits; AID 2648, 2010;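 active means fluorescence ratio B-score, a plate-corrected score, at least three library SD, with initial intensity B-score within 5 SD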
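Assay system: CHO-K1 cells stably expressing KCNQ1; Medium: assay buffer with matched DMSO; Also added: K+/Tl+ depolarizing stimulus; Dosing: single dose; Timing: dye 90 min, compound 20 min, room temperature; Measured by: kinetic FluxOR thallium fluorescence, 10-s 1-Hz baseline, 110-s post-stimulus read; Read-out: peak-minus-minimum fluorescence over initial fluorescence, negative-control normalized, B-scored.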
KCNK3 block – human KCNK3 channel inhibitors, primary screen, CHO cells, FluxOR thallium flux, B-score; FluxOR fluorescence; active compounds read low; B-score at 10 µM; 340,000 compounds, 0.84% hits; AID 602410, 2012;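 active means B-score under library mean minus 4 SD, starting fluorescence ratio at most library mean plus 5 SD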;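 further: more negative B-score means stronger inhibition of thallium flux through KCNK3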
Target sequence (O14649 whole entry, looked up): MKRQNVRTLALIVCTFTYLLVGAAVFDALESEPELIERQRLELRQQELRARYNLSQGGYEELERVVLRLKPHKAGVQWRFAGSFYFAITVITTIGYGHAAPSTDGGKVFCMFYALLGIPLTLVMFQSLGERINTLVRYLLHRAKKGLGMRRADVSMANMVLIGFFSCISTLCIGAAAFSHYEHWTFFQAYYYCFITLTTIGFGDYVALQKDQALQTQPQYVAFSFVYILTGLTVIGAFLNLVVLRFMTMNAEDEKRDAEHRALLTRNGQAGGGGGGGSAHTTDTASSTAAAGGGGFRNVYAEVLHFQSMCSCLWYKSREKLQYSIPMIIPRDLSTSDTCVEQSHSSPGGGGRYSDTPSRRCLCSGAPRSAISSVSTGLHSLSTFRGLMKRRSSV
TRPC4 PAM – positive allosteric modulators of TRPC4, primary screen, cell-based, mouse TRPC4beta, HEK293 mu-opioid, Fluo-4 calcium. B-score at 10 µM. 310,000 compounds, 0.42% hits. DAMGO EC20, Fluo-4 Ca2+ flux; active compounds read high. Short transient receptor potential channel 4 (Mus musculus), Q9QUQ5;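 active means B-score of calcium response area above 5 SD of library B-scores, with initial fluorescence ratio within 5 SD of library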;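 further: B-score of integrated fluorescence ratio over time as area under calcium response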
An asterisk follows results filed as active; i = inactive; ? = inconclusive; . = not tested or not shown. A portion of the library (hit frequency here may not be typical).

SMILES	HDAC3 inhib	KCNQ1 block	TMEM16A act	hERG protect	Dyrk1A ADPGlo	ANO1 block	TRPC4 act	KCNK9 inh	KCNQ1 pot	KCNK3 block	TRPC4 PAM
COc1cccc(N2C(=O)C(c3ccccc3)=C(c3nc4ccccc4s3)C2NC(C)=O)c1 (configuration not stated)	3	i	i	-18	-5	i	i	i	i	i	i
Cc1ccccc1OCc1csc(N)n1	-4	i	i	-15	-5	i	i	i	i	i	i
COCCNc1ccc(-c2nn(C)c(=O)c3ccccc23)cc1[N+](=O)[O-]	1	i	i	-2	-11	i	i	i	i	i	i
CSc1ccc(CNCCN2CCOCC2)cc1	-1	i	-9.5*	-8	-6	i	i	i	i	i	i
Cn1cc(/C=C(\C(=O)O)C(C(=O)O)=C2CCCCC2)c2ccccc21	2	i	i	-8	-4	i	i	i	i	i	i
O=C(N/N=C/c1ccccc1O)C(=O)Nc1ccccn1	1	i	i	-10	8	i	i	i	i	i	i
C=CCN(CC=C)C(=O)CN1C(=O)c2ccccc2C1=O	3	i	i	-11	4	i	i	i	i	i	i
COc1ccc(S(=O)(=O)N2CCN(C(=O)C3CCCCC3)CC2)cc1	9	i	i	-5	-3	i	i	i	i	i	i
CCCCn1nnnc1NCc1ccc(OC)c(OC)c1	-2	i	i	-4	0	i	i	i	i	i	i
O=C(O)CCc1ccc(-c2cccs2)o1	5	i	i	-5	-3	i	i	i	i	i	i
OCC1(CCOc2ccccc2)CCN(Cc2ccc(OC(F)F)cc2)CC1	-1	i	i	-9	5	i	i	i	i	i	i
CN(C)S(=O)(=O)c1cc(NC(=O)CN2CCN(c3ccc(O)cc3)CC2)ccc1Cl	5	i	i	-10	0	i	i	i	i	i	i
O=C(CCOc1ccccc1)Nc1ccnn1C1CCN(Cc2ccc(CO)o2)CC1	3	i	i	-9	1	i	i	i	i	i	i
c1ccc(-n2cc(CN3CCCC3)c(-c3ccc4c(c3)OCO4)n2)cc1	-12	i	i	-7	.	i	i	i	i	i	i
COc1ccc(/C=C/C(=O)NCC(c2ccc(F)cc2)N2CCOCC2)cc1OC (configuration not stated)	-2	i	i	-11	15	i	i	i	i	i	i
c1ccc(CSc2nnnn2-c2cccc3ccccc23)nc1	-3	i	i	-8	7	i	i	i	i	i	i
CCC(C)NC(=O)NCc1ccccc1F (configuration not stated)	-15	i	i	-11	-2	i	i	i	i	i	i
O=C(CCC(=O)Nc1ccccc1Cl)NNC(=O)c1ccccc1[N+](=O)[O-]	0	i	i	-7	-2	i	i	i	i	i	i
COc1cc(/C=C2\C(=N)N3N=C(S(=O)(=O)CC(C)C)SC3=NC2=O)ccc1OC(=O)c1ccco1	15	i	.	-15	.	i	i	i	i	.	i
Cc1cc(C)n2nc(SCC3COc4ccccc4O3)nc2n1 (configuration not stated)	1	i	i	-12	1	i	i	i	i	i	i
N=c1sccn1CC(=O)Nc1cc(Cl)ccc1Oc1ccccc1	0	i	i	-12	-4	i	i	i	i	i	i
O=C(c1cc(-c2ccc(Br)cc2)on1)N1CCc2ccccc2C1	-1	i	i	-6	3	i	i	i	i	i	i
CC1CCN(c2ccc3nnc(CCC(=O)Nc4cc(F)ccc4F)n3n2)CC1	-6	i	i	-9	-3	i	i	i	i	i	i
Cc1ccc(S(=O)(=O)Nc2c(C(=O)O)[nH]c3ccccc23)c(C)c1	2	i	i	-8	-4	i	i	i	i	i	i
Cc1sc(NC(=O)C2CCCO2)c(C(N)=O)c1C (configuration not stated)	-6	i	i	-10	6	i	i	i	i	i	i
CCCCc1c(O)nc(SCC(=O)N2CCCCC2)[nH]c1=O	1	i	i	-4	-3	i	i	i	i	i	i
CCOC(=O)c1[nH]c2ccc(C(=O)OC)cc2c1C(=O)OCC	-15	i	i	-14	28	i	i	i	i	i	i
COC(=O)c1c(NC(=O)c2c(OC)cccc2OC)sc2c1C(C(=O)OC)CC2 (configuration not stated)	0	i	i	-7	-7	i	i	i	i	i	i
CCOC(=O)CC(NC(=O)c1ccco1)c1ccc(OC)cc1 (configuration not stated)	-1	i	i	-1	12	i	i	i	i	i	i
COc1ccc(/C=N/NC(=O)c2cccs2)c2ccccc12	4	i	i	-14	5	i	i	i	i	-11*	i
Cc1ccc(C)c(C(=O)COC(=O)CCCC(=O)Nc2cc(C(F)(F)F)ccc2Cl)c1	9	i	i	-12	-8	i	i	i	i	i	i
O=C(NCc1ccc2c(c1)OCO2)C1CCC(CNS(=O)(=O)c2ccccc2)CC1 (configuration not stated)	-3	i	i	-5	1	i	i	i	i	i	i
CC(NC(=O)c1ccc(F)cc1)C(c1cccs1)N1CCN(C)CC1 (configuration not stated)	0	i	i	-7	0	i	i	i	i	i	i
O=C(NC1CCCCCC1)C1CCCN(S(=O)(=O)c2cnc[nH]2)C1 (configuration not stated)	2	i	i	-3	3	i	i	i	i	i	i
C[C@@H]1CN(C2CCN(Cc3nc(CC4CC4)no3)CC2)C[C@H](C)O1	-7	i	i	-5	0	i	i	i	i	i	i
COc1ccc2cc(-c3cc(C(=O)OCC(=O)NC4CCS(=O)(=O)C4)c4ccccc4n3)ccc2c1 (configuration not stated)	-6	i	i	-6	-6	i	i	i	i	i	i
CC(C)(C)c1ccc(-c2nc3[nH]c(=O)cc(NC(=O)c4ccco4)n3n2)cc1	-2	i	i	-5	-6	i	i	i	i	i	i
COc1cccc(OC)c1C(=O)NC(=O)NNc1cc(C(F)(F)F)cc(C)n1	7	i	i	-10	1	i	i	i	i	i	i
Cc1c(C(c2ccc([N+](=O)[O-])cc2)c2c(C)n(C)n(-c3ccccc3)c2=O)c(=O)n(-c2ccccc2)n1C	8	i	i	-4	4	i	i	i	i	i	i
Cc1cccc(N2CCN(C(=O)Cc3ccc(-n4c(=O)[nH]c5ccsc5c4=O)cc3)CC2)c1C	6	i	i	-9	-6	i	i	i	i	i	i
CN(Cc1ccccc1F)C(=O)c1ccc2c(=O)n3c(nc2c1)CCC3	0	i	i	-14	-6	i	i	i	i	i	i
O=C1c2cccnc2C(=O)N1CNc1ccc(Cl)cc1	-2	i	i	-13	0	i	i	i	i	i	i
Cn1c(N)c(C(=O)CSc2nc(N)cc(N)n2)c(=O)n(C)c1=O	2	i	i	-14	1	i	i	i	i	i	i
CCCc1cc2c(=O)c(-c3ccccn3)coc2cc1OC	-3	i	i	-8	2	i	i	i	i	i	i
Cc1cccc(C(=O)Oc2ccc(/C=N/NC(=O)c3cc(O)cc(O)c3)cc2)c1	-7	i	i	-24	-10	i	i	i	i	i	i
COc1ccccc1OCC(=O)Nc1ccc(S(=O)(=O)Nc2onc(C)c2C)cc1	0	i	i	-7	-1	i	i	i	i	i	i
O=C(COC(=O)c1sc2ccccc2c1Cl)Nc1ncc(Cl)cc1Cl	-2	i	i	-6	-2	i	i	i	i	i	i
N#Cc1cccc(Cn2cc(C(F)(F)F)ccc2=O)c1	3	i	i	-1	.	i	i	i	i	i	i
O=C(Nc1cccc(NC(=O)C2C3CC4OC(=O)C2C4C3)c1)c1ccccc1 (configuration not stated)	-7	i	i	-2	0	i	i	i	i	i	i
COc1ccc(NS(=O)(=O)c2c(C(=O)N3CCCCCC3)c(C)n(C)c2C)cc1	1	i	i	-5	-3	i	i	i	i	i	i

Later entries:
SMILES	HDAC3 inhib	KCNQ1 block	TMEM16A act	hERG protect	Dyrk1A ADPGlo	ANO1 block	TRPC4 act	KCNK9 inh	KCNQ1 pot	KCNK3 block	TRPC4 PAM
COCCN1C(=O)C(O)=C(C(=O)c2ccco2)C1c1cccc(Oc2ccccc2)c1 (configuration not stated)	8	i	i	-7	-8	i	i	i	i	i	i
C(=C\c1nc(N2CCCC2)c2ccccc2n1)/c1ccccc1	4	i	i	-18	-1	i	i	-7.2*	i	i	i
COc1ccc(-c2c(C)oc3c(CN4CCCC(C)C4)c(O)ccc3c2=O)cc1OC (configuration not stated)	.	i	i	-10	4	.	i	i	i	i	i
COc1ccc(S(=O)(=O)N(CCC#N)Cc2ccco2)cc1OC	-3	i	i	-10	-1	i	i	i	i	i	i
COC(C[C@@H](O)C[C@H](O)[C@H](C)OCc1ccccc1)OC	-4	i	i	-2	-3	i	i	i	i	i	i
COC(=O)C1=C(C(=O)OC)SC(=C2C(=S)C(C)(C)N(C(=O)CC(C)C)c3ccccc32)S1	?	i	i	-13	3	25*	i	-11*	i	i	i
O=C(CSc1nnc(Cc2ccccc2)o1)NCc1ccc2c(c1)OCO2	4	i	i	-7	-2	i	i	i	i	i	i
COc1ccc(S(=O)(=O)NC(C)C(=O)NCc2ccncc2)cc1Cl (configuration not stated)	3	i	i	-4	9	i	i	i	i	i	i
NCC12CC3CC(C1)CC(c1ccc(Br)cc1)(C3)C2	?	6*	i	-17	.	i	i	i	i	i	i
O=C1C2C3C=CC(CO)(O3)C2C(=O)N1c1ccc(-c2ccccc2)cc1 (configuration not stated)	-7	i	.	-34	.	i	i	i	i	.	i
COC(=O)c1cc(C(=O)OC)cc(N2C(=O)CN=C2Nc2nc(C)cc(C)n2)c1	-2	i	i	-5	7	i	i	i	i	i	i
CCOc1cccc(N(C(=O)CCC(=O)Nc2cc(C)on2)C(C(=O)NC(C)(C)C)c2ccc(OC)cc2)c1 (configuration not stated)	6	i	i	-9	-1	i	i	i	i	i	i
